TRHR agonist: TRH receptor (human) agonism. AID 493084. P34981. TRHR cells, calcium flux fluo-8, FDSS agonist mode. activation, % at 2 µM. 360,000 tested, 0.18% active; in the data active = activation above about 30%; note: 0% is about no effect
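TRHR-expressing cells, plated overnight in medium with 10% serum, were loaded with fluo-8 calcium dye at room temperature. After a 10 s baseline, library compound was pin-added and calcium release was recorded kinetically (ex 480/em 530) as agonist response.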
TrxR1 inh: rat TrxR1 inhibition. O89049. recombinant rTrxR1, NADPH fluorescence consumption, selenite substrate. Potency, µM (highest dose often 114 µM), for the others: at the highest dose activity change, negative = inhibition, usual class: inhibitors. 390,000 tested, 1% active; note: potency is the fitted concentration of half-maximal effect; % is set by controls: 0 for no effect and ±100 for the full control effect; nearly all actives have a fitted effect of over 65% in size
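Rat TrxR1 (90 nM in the dispensed reagent) was pre-reduced with 400 uM NADPH for 5 min at room temperature, then incubated with compound for 15 min. After 400 uM selenite was added, NADPH fluorescence (Ex 340/Em 450 nm) was followed for 8 min.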
TrxR1 substrate: is turned over as a substrate by rat TrxR1; purified TrxR1 substrate turnover, NADPH consumption readout; Potency, µM (doses to about 114 µM), inactives show at the top dose activity change, negative = substrate turnover; 390,000 tested, 0.01% active; note: potency is the fitted concentration of half-maximal effect; % is set by controls: 0 for no effect and ±100 for the full control effect; nearly all actives have a fitted effect of over 50% in size
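Rat TrxR1, dispensed at 90 nM, was prereduced with 400 uM NADPH (final) for 5 min at ~22 deg C, then incubated with compound 15 min before 400 uM selenite. A first-read NADPH fluorescence drop versus no-compound background flagged substrates.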
mIDH1 inhibitor: human IDH1 R132H inhibition; 390,000 tested, 0.093% active; O75874; AID 602179; Potency, µM (doses to about 76.6 µM), without a hit: at the highest dose activity change, negative = inhibition, hits mostly inhibitors; IDH1-R132H enzyme, NADPH consumption, diaphorase/resazurin fluorescence; note: potency is the fitted concentration of half-maximal effect; % is set by controls: 0 for no effect and ±100 for the full control effect; nearly all actives have a fitted effect of over 65% in size
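IDH1-R132H (0.5 ug/mL) preincubated 30 min with compound, then NADPH (0.016 mM) and alpha-KG (2 mM) added; 80 min at RT, pH 7.5. Remaining NADPH coupled via diaphorase/resazurin to fluorescence (540/590 nm); concentration-response curves normalized to no-enzyme control.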
D2 ag: activates the human D2 dopamine receptor. P14416. HEK293 T-REx D2 cells, calcium flux agonist mode. activation, % at 2 µM. 340,000 tested, 0.53% active. AID 485358;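 active = activation over 3 SD above normal in the single-dose calcium agonist read, cut at about 30% in these data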; note: 0% is about no effect
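Agonism is scored from calcium flux in a force-coupled, inducible HEK293 cell line expressing D2, read kinetically for 180 s after compound addition against dopamine controls.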
PI4K2A block: PI4K2A (human) kinase inhibition | Q9BTU6 | purified PI4K2A, ADP-Glo luminescence, 1 h; active compounds read low | activity change, negative = inhibition, % at 76.9 µM | 420,000 tested, 0.13% active | AID 1346378; in the data active = activity change below about -50%; inconclusive = mostly about -30% to -49%;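 note: -100% = wells without enzyme as full effect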
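ADP-Glo luminescence measured ADP generated by PI4K2A enzyme (4 ug/mL before mixing) with 1.2 mM PI substrate (pre-mix) and 300 microM ATP (pre-mix). Tris pH7.5 buffer with MgCl2, Triton X-100; 1 h reaction at ambient temperature.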
TRHR PAM: allosteric enhancers of human TRH receptor; enhancement, % at 2 µM; AID 493056; TRHR cells, fluo-8 calcium fluorescence, EC20 TRH enhancement; P34981; 360,000 tested, 0.66% active; in the data active = enhancement above about 30%; note: 0% is about no effect
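TRHR-expressing cells loaded with fluo-8 calcium dye were read kinetically (ex 480/em 530) during compound addition, then stimulated with an EC20 of TRH (10 nM final). Enhancement of the Gq-mediated intracellular calcium response was scored.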
USP1-UAF1 inh: blocks the human USP1/UAF1 deubiquitinase complex | O94782 | recombinant USP1/UAF1, Ub-Rhodamine cleavage fluorescence | Potency, µM (doses to about 57.1 µM), for inactives: at the highest dose activity change, negative = inhibition, most hits filed as inhibitors | 390,000 tested, 0.23% active; note: potency is the fitted concentration of half-maximal effect; % is set by controls: 0 for no effect and ±100 for the full control effect; nearly all actives have a fitted effect of over 60% in size; inactives centre near -12
Target sequence (O94782 whole entry, looked up): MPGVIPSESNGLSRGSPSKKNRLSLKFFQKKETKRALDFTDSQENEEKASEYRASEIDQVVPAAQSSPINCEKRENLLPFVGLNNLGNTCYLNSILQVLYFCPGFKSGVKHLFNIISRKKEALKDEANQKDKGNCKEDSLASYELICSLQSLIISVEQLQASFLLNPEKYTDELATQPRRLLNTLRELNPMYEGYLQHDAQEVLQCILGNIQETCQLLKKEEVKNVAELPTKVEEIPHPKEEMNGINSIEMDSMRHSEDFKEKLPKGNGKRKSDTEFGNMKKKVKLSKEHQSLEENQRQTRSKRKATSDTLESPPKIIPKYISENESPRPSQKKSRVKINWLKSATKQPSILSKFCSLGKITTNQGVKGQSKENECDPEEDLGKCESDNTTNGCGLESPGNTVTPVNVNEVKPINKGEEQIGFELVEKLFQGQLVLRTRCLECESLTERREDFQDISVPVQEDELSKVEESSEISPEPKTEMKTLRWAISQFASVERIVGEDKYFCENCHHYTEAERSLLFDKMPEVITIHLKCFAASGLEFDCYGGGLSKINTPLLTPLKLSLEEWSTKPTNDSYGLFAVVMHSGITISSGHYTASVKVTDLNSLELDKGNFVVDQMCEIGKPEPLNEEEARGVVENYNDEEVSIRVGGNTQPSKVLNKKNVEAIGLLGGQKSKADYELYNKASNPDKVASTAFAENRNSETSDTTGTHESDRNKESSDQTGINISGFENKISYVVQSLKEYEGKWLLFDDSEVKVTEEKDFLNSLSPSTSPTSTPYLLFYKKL
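USP1/UAF1 complex (1 nM) preincubated 15 min at room temperature with compound, then Ub-Rho substrate (150 nM final) added. Kinetic fluorescence at 480/540 nm over 6 reads at 60 s intervals; 50 mM HEPES pH 7.8, 0.5 mM EDTA, 0.1 mg/ml BSA, 1 mM TCEP, 0.01% Tween-20.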
D2 antag: antagonists of human D2 dopamine receptor | inhibition, % at 10 µM | HEK293 TREx D2 cells, calcium flux, dopamine EC80 | P14416 | 340,000 tested, 2% active; in the data active = inhibition above about 30%; note: 0% is about no effect
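Compounds are added to dye-loaded, induced HEK293 T-REx cells coupled to calcium release via D2; after a 3 min kinetic read an EC80 dopamine stimulus is given and fluorescence is recorded for 3 more min.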
* hit, by the source's call; u = inconclusive; x = not tested or not shown; & = joins results of further samples; [ ] = another dose, or the depositor's remark. Unless noted, calls come from the whole dose curve; as a rule, active = well fitted inhibition curve with a large enough effect; inconclusive = small, poorly fitted or top-dose-only effect; inactive = no such curve, though single readings can be large or run the other way.

1) COc1ccccc1NC1=NCC(=O)N1Cc1ccccc1
2) COc1ccccc1C1C(C(=O)NCc2ccccc2)=C(C)Nc2ncnn21 (stereo unspecified)
3) CCOC(=O)C1=C(CN(CC)Cc2ccccc2)NC(=O)NC1c1ccc(Cl)cc1 (stereo unspecified)
4) COc1cccc(-n2c(C)nc3cc(C(=O)O)ccc32)c1
5) CC1CCC(NC(=O)c2cc(S(=O)(=O)N(C)C)ccc2N2CCCC2)CC1 (stereo unspecified)
6) C=CCOC(=O)C1=C(C)NC(=O)NC1c1ccc(OC(=O)c2ccco2)c(OC)c1 (stereo unspecified)
Screen / compound no.	1	2	3	4	5	6
TRHR agonist	0.2	-0.2	0.7	-1.6&0.5	-0.4	-1.2
TrxR1 inh	11.7%	-8.2%	22.4%	-6.2%&11.0%	2.7%	-5.0%
TrxR1 substrate	0.6%	13.2%	-8.0%	-5.3%&4.2%	-4.1%	-4.1%
mIDH1 inhibitor	1.6%	-2.3%	6.7%	-9.3%&0.9%	-0.2%	4.4%
D2 ag	-0.2	0.3	0.8	-2.5&0.6	0.5	-0.2
PI4K2A block	-4.0	0.0	1.3	-1.6&2.0	5.1	-15.7
TRHR PAM	0.7	0.0	5.1	1.2&0.6	-8.7	2.3
USP1-UAF1 inh	-4.9%	-21.1%	-24.3%	-15.4%&10.1%	-0.2%	-13.4%
D2 antag	3.8	4.0	x	0.7	20.4	0.4

Complete entries from above. Order of screens: TRHR agonist, TrxR1 inh, TrxR1 substrate, mIDH1 inhibitor, D2 ag, PI4K2A block, TRHR PAM, USP1-UAF1 inh, D2 antag
Profile of `C=CCOC(=O)C1=C(C)NC(=O)NC1c1ccc(OC(=O)c2ccco2)c(OC)c1` (stereo unspecified) → -1.2, -5.0%, -4.1%, 4.4%, -0.2, -15.7, 2.3, -13.4%, 0.4
Profile of `COc1ccccc1C1C(C(=O)NCc2ccccc2)=C(C)Nc2ncnn21` (stereo unspecified) → -0.2, -8.2%, 13.2%, -2.3%, 0.3, 0.0, 0.0, -21.1%, 4.0
Profile of `CC1CCC(NC(=O)c2cc(S(=O)(=O)N(C)C)ccc2N2CCCC2)CC1` (stereo unspecified) → -0.4, 2.7%, -4.1%, -0.2%, 0.5, 5.1, -8.7, -0.2%, 20.4
Profile of `COc1ccccc1NC1=NCC(=O)N1Cc1ccccc1` → 0.2, 11.7%, 0.6%, 1.6%, -0.2, -4.0, 0.7, -4.9%, 3.8

The main list resumes, repeating the 2 entries before the break.
5) CC1CCC(NC(=O)c2cc(S(=O)(=O)N(C)C)ccc2N2CCCC2)CC1 (stereo unspecified)
6) C=CCOC(=O)C1=C(C)NC(=O)NC1c1ccc(OC(=O)c2ccco2)c(OC)c1 (stereo unspecified)
7) CCCn1cc(S(=O)(=O)c2ccc(OC)cc2)c(=O)c2cc(OCC)ccc21
8) O=c1c2oc3ccccc3c2n(Cc2cccc(F)c2)c(=O)n1Cc1ccco1
9) OCC[C@H]1C[C@H](O)[C@@H](O)[C@@]2(OCCCc3ccccc32)O1
10) COc1ccc(N2CCN(c3csc4ccccc4c3=O)CC2)cc1
11) Cc1ccc(/C=C(\C#N)C(=O)Nc2c(C)cccc2C)s1
12) CCOc1ccc(NC(=O)C2CCN(C(=O)NC3CCCCC3)CC2)cc1
Screen / compound no.	5	6	7	8	9	10	11	12
TRHR agonist	-0.4	-1.2	-0.6	-0.4	0.4	0.3	3.8	-0.2
TrxR1 inh	2.7%	-5.0%	22.5%	1.0%	25.7%	-8.9%[57.1 µM]	21.4%	12.6%
TrxR1 substrate	-4.1%	-4.1%	6.4%	7.5%	15.0%	-6.1%[57.1 µM]	6.9%	-1.0%
mIDH1 inhibitor	-0.2%	4.4%	-9.6%	-14.8%	3.3%	-8.3%	0.0%	3.4%
D2 ag	0.5	-0.2	-0.7	-0.4	0.6	0.4	0.2	0.9
PI4K2A block	5.1	-15.7	2.5	-1.5	-1.5	-2.9	0.2	-0.8
TRHR PAM	-8.7	2.3	-10.0	15.3	14.0	7.6	-2.3	6.3
USP1-UAF1 inh	-0.2%	-13.4%	-25.0%	3.4%	-39.1%	-4.7%	u	-14.8%
D2 antag	20.4	0.4	-7.4	x	-6.7	x	-3.3	8.4

13) COc1ccc(OC)c(NC(=O)Nc2cccc(OCc3cc(=O)n4cc(C)ccc4n3)c2)c1
14) CC(C)(C)c1ccc(-n2ncc3c2CCCC3NC(=O)c2cnccn2)cc1 (stereo unspecified)
15) CC(C)C[C@H](NC(=O)OC(C)(C)C)C(=O)N[C@@H](CO)[C@H](O)[C@@H]1C[C@@H]1C(=O)N(C)C
16) COc1ccc(OCCn2c(C(C)Oc3ccccc3)nc3ccccc32)cc1 (stereo unspecified)
17) CCCC(CCC)C(=O)NC1CCN(Cc2ccccc2)CC1
18) O=C(NCC(c1ccc(F)cc1)N1CCOCC1)c1cc(F)c(F)c(F)c1F (stereo unspecified)
Screen / compound no.	13	14	15	16	17	18
TRHR agonist	-0.1	0.0	0.5	2.2	0.9	0.7
TrxR1 inh	-3.5%[57.1 µM]	3.4%	10.9%[57.1 µM]	27.1%	-9.7%	7.4%[57.1 µM]
TrxR1 substrate	-4.6%[57.1 µM]	-4.3%	8.1%[57.1 µM]	7.6%	-3.7%	9.4%[57.1 µM]
mIDH1 inhibitor	-3.7%	-8.7%	-6.0%	0.0%	0.0%	5.8%
D2 ag	-0.7	1.2	-0.9	0.2	-0.3	-0.7
PI4K2A block	0.7	-2.7	0.8	1.7	-2.7	0.7
TRHR PAM	23.7	-2.1	-0.9	-3.2	-7.9	-0.9
USP1-UAF1 inh	-13.2%	-9.9%	20.1%	-21.6%	-9.6%	-18.8%
D2 antag	x	11.9	-10.7	x	17.5	13.7

19) CC(C)c1ccc(NC(=O)C(c2ccccc2)N2CCN(C(=O)c3ccco3)CC2)cc1 (stereo unspecified)
20) CC(C)N1C(=O)C2ON(c3ccccc3)C(c3cccs3)C2C1=O (stereo unspecified)
21) CCN(CC)CCNC(C(=O)Nc1cc(C(F)(F)F)ccc1Cl)c1ccccc1 (stereo unspecified)
22) C/C(N)=C(/C#N)C(=O)COC(=O)c1ccccc1Oc1ccccc1
23) COc1ccc(-n2c(/C=C(\C)O)nc(=O)c3c(C)cc(C)nc32)cc1
24) CCN(C(=O)CCc1nc(-c2ccc(C)cc2)no1)c1cccc(Cl)c1
Screen / compound no.	19	20	21	22	23	24
TRHR agonist	-0.9	-0.3	1.1	0.5	0.1	1.7
TrxR1 inh	-5.0%	-3.0%	-2.5%	9.4%[57.1 µM]	-10.1%	2.4%
TrxR1 substrate	0.2%	-1.1%	-0.6%	-5.5%[57.1 µM]	-10.2%	-6.1%
mIDH1 inhibitor	2.4%	12.0%	6.2%	-1.7%	7.8%	0.0%
D2 ag	0.4	0.4	0.4	-0.2	-2.8	1.3
PI4K2A block	-2.1	6.0	-1.9	-1.8	-10.9	-2.2
TRHR PAM	5.7	-4.1	1.2	-0.2	16.2	-4.0
USP1-UAF1 inh	-17.9%	-21.7%	-17.1%	-18.6%	-8.9%	-11.5%
D2 antag	-11.3	0.4	1.7	-8.5	16.4	x

25) O=C(NCCc1ccc(Cl)cc1)c1nnc(Cc2ccc(F)cc2)o1
26) CCCn1nc(NC(=O)c2ccccn2)c2cc3cc(C)ccc3nc21
27) CCN1CCCC1CNC(=O)C1c2cc(OC)c(OC)cc2C(=O)N(C)C1c1cccnc1 (stereo unspecified)
28) CC1CN(S(=O)(=O)c2cccc(C(F)(F)F)c2)CC(C)O1 (stereo unspecified)
29) CCC(=O)n1nc(-c2cccnc2)nc1NCc1ccccc1
30) COc1ccccc1CNC(=O)C1CCN(S(=O)(=O)c2ccc3c(c2)OCCCO3)CC1
Screen / compound no.	25	26	27	28	29	30
TRHR agonist	-0.6	-0.7	0.0	0.0	-0.5	0.2
TrxR1 inh	-1.5%	12.0%	17.8%[57.1 µM]	-4.8%[57.1 µM]	23.6%[57.1 µM]	10.8%
TrxR1 substrate	-5.2%	25.3%	9.1%[57.1 µM]	-1.5%[57.1 µM]	12.0%[57.1 µM]	6.7%
mIDH1 inhibitor	3.6%	4.4%	1.5%	7.7%	2.5%	-4.3%
D2 ag	0.2	-0.7	0.0	-1.3	-1.0	0.5
PI4K2A block	-0.7	4.0	11.5	-0.2	-2.8	8.4
TRHR PAM	-0.2	7.1	4.9	-2.3	-0.4	0.1
USP1-UAF1 inh	-21.6%	-14.1%	-5.1%	-15.6%	-14.3%	-8.4%
D2 antag	x	-7.5	11.9	-19.7	-8.1	-0.4

31) O=C(Cn1cc(COc2ccccc2C(F)(F)F)nn1)c1ccc(O)cc1
32) O=C(NCC(c1cccs1)N1CCOCC1)c1cc(S(=O)(=O)N2CCOCC2)c(Cl)cc1Cl (stereo unspecified)
33) COc1cc(/C=C2\SC(=S)N(CCC(=O)N3CCN(C)CC3)C2=O)cc(OC)c1OC
34) CCC(=O)N1CCc2cc(S(=O)(=O)NCCC(=O)N3CCN(c4ccccn4)CC3)ccc21
35) O=C1CCCC(=O)N1c1ccc(N2CCOCC2)c([N+](=O)[O-])c1
36) C=C1CCN([C@@H](Cc2ccccc2)C(=O)O)S(=O)(=O)c2ccccc21
37) O=C(Nc1nnc(S(=O)(=O)N2CCCCCC2)s1)c1cccc(Br)c1
Screen / compound no.	31	32	33	34	35	36	37
TRHR agonist	x	-0.2	-3.1	0.1	0.1	x	0.3&-0.1
TrxR1 inh	-10.5%	15.3%	-13.8%	-4.7%	9.9%	-4.6%[57.1 µM]	-20.8%&9.9%
TrxR1 substrate	-2.8%	9.9%	-12.9%	-4.0%	-7.1%	9.9%[57.1 µM]	-11.7%&-9.7%
mIDH1 inhibitor	-10.6%	2.3%	-5.2%	-2.1%	4.8%	-2.8%	34.1%&40.7%[activator]
D2 ag	x	0.8	-0.1	-0.8	0.3	x	0.2&0.8
PI4K2A block	-28.5	-0.6	0.1	1.7	-0.6	0.0	-2.1&4.4
TRHR PAM	x	-6.4	3.5	-0.9	2.2	x	-2.2&-1.3
USP1-UAF1 inh	u	-13.4%	-16.7%	-9.6%	-5.0%	-6.4%	-27.5%&-18.1%
D2 antag	x	11.8	-4.2	14.6	-1.3	x	-9.9
